NS5 inhibitors = flavivirus cap methylation enzyme inhibition – biochemical, confirmation dose response, primary screen (AID 588689); Dengue-2 NS5 methyltransferase capping enzyme assay, biochemical; higher % means a stronger effect; one-dose inhibition, % at 25 µM; IC50 in µM for titrated hits; hit rate 0.3% among 340,000; in the data active means a potency from the dose series; inconclusive means inhibition above about 29% without an active follow-up result
HEK293 NOD2/NF-kB = inhibition of NOD2-driven NF-kB reporter – cell-based, luminescence, uHTS, HEK293 (AID 1566) | inhibition, % at 4 µM, or EC50 in µM where a hit was titrated | hit rate 0.63% among 290,000 | HEK293 NOD2/NF-kB luciferase reporter, luminescence; higher % means a stronger effect; further: many of its hits are not listed in these tables
Hep lipid drop = modulators of hepatic lipid droplet formation. hit rate 0.4% among 240,000. inhibition, % at 6.5 µM. AML12 mouse hepatocytes, oleate lipid droplets, BODIPY imaging;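 active means lipid droplet intensity inhibited by at least 50%, with more than 500 cells counted; inconclusive means wells with under 300 cells, treated as cytotoxic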
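Test system: AML12 hepatocytes (mouse); reagent: oleate loading, 100 µM; dosing: one dose, 6.5 µM compound; incubation: overnight exposure; signal: fluorescence imaging, 20x objective, two fields per well; read-out basis: % inhibition of corrected integrated BODIPY droplet signal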
HIV peptide binding = cell-free HIV fusion peptide-binding blockers – biochemical, uHTS, fluorescence dequenching, primary screen (AID 1986); cell-free peptide binding, fluorescence dequenching, 30 min; higher % means a stronger effect; hit rate 0.3% among 290,000; inhibition, % at 20 µM, or IC50 in µM where a hit was titrated; in the data active means inhibition mostly above about 52%, no sharp cut-off; inactive means mostly below about 76%; further: some results filed as inactive read as strong as hits
Siah-1 displacement = Siah-1 peptide-binding antagonists, primary screen, biochemical, fluorescence polarization, rhodamine-plectin, uHTS (AID 1817); Siah-1 / rhodamine-plectin peptide fluorescence polarization; higher % means a stronger effect; displacement, % at 20 µM, or IC50 in µM where a hit was titrated; hit rate 0.02% among 290,000;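 active means displacement of at least 50% at 20 µM, with a fluorescence ratio check between 0.3 and a set limit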;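 further: plate controls were Siah plus tracer with DMSO for no effect and tracer alone without Siah for full effect; strong numbers were not always called active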
XIAP displacement = XIAP antagonists, biochemical, IAP family, fluorescence polarization (AID 1018). XIAP BIR domain, fluorescence polarization peptide displacement; higher % means a stronger effect. displacement, % at 20 µM, or IC50 in µM where a hit was titrated. hit rate 0.007% among 200,000; in the data active means displacement above about 50%; further: a part of the inactive calls stands beside numbers as strong as those of hits
LYP phosphatase = PTPN22 lymphoid phosphatase activity blockers – biochemical, fluorescence intensity, uHTS (AID 1779); recombinant LYP phosphatase, fluorescence intensity; higher % means a stronger effect; inhibition, % at 11.5 µM; hits with a dose series show IC50 in µM; hit rate 0.054% among 290,000;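 further: plate controls were vehicle with enzyme for no effect and no enzyme for full effect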
AID2073 = inhibitors of Mint1-CaV2.2 protein interaction, biochemical, HTRF (AID 2073); HTRF protein-protein interaction, Mint1-CaV2.2; higher % means a stronger effect; inhibition, % at 20 µM; hits with a dose series show IC50 in µM; hit rate 0.19% among 290,000; in the data active means inhibition mostly above about 51%, no sharp cut-off; inconclusive means no clear call, values can overlap the other calls; inactive means mostly below about 53%; further: some results filed as inactive read as strong as hits
Myeloid diff 2 = compounds promoting myeloid differentiation. ER-HoxA9 myeloid progenitors, lysozyme-GFP differentiation, flow cytometry. hit rate 1% among 360,000. AID 624256. calls only at 10 µM;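 active means normalized GFP-positive differentiation at or above the plate's own cutoff, the solvent-only control mean plus 3 SD; inconclusive means no clear call, values can overlap the other calls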;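 further: cells exposed to compound for four days before flow analysis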
Hep lipid drop cells 6.5 µM = also measured in Hep lipid drop; calls as there; cell count; measured here: cell count, cytotoxicity flag;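 cells counted across two imaged fields per well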
NS5 inhibitors pilot replicate = second read-out of NS5 inhibitors, no call of its own (marks repeat the call); inhibition, %; measured here: pilot screen replicate inhibition
Myeloid diff 2 GFP+ MAC1+ % = further read-out of Myeloid diff 2, marked with its call; GFP+ MAC1+ double positive, %; measured here: differentiation confirmed by MAC1 staining
Numbers without * were called inactive; i = inactive; ? = inconclusive; / = no result given. Unless noted, no stated cut-off is given here; in the data, active means inhibition above about 50%; inactive means the rest. A portion of the library, so the mix of outcomes need not match the whole.

SMILES	NS5 inhibitors	HEK293 NOD2/NF-kB	Hep lipid drop	Hep lipid drop cells 6.5 µM	HIV peptide binding	Siah-1 displacement	XIAP displacement	LYP phosphatase	AID2073	Myeloid diff 2	Myeloid diff 2 GFP+ MAC1+ %	others
Cn1c(=O)c2c(nc3n2CC(O)CN3c2ccc(O)cc2)n(C)c1=O (configuration not stated)	1%	11%	0	850	-2.5%	-6%	/	-6%	7%	/	/
CC1=NC(C)(C)Cc2cc(C)c(C)cc21	-2%	9%	3	691	0.7%	2%	-6.1%	3%	6%	i	0.1
Cc1ccc(Nc2n[nH]c(C)c2[N+](=O)[O-])cc1C	0%	-150%	18	765	0.8%	-1%	-10%	-5%	-1%	i	0.3
CC1CC(=O)N(CC(=O)Nc2ccc(F)cc2)c2ccccc2S1(=O)=O (configuration not stated)	-14%	12%	9	657	-1.3%	2%	/	-5%	-8%	i	0.0
COc1ccc(OC)c(Nc2nc(NCCC(C)C)nc(N)c2[N+](=O)[O-])c1	-2%	6%	2	775	-2.1%	1%	/	4%	20%	i	0.3
CCN(CC)CC(O)c1cccn1-c1ccc(CNC(=O)NC(C)C)cc1 (configuration not stated)	-3%	10%	-22	698	-3.2%	-5%	-7.4%	-8%	-4%	i	0.2
CCOc1ccc(-c2nnc3ccc(SCc4ccc(C(=O)OC)o4)nn23)cc1	-6%	9%	-3	794	3.4%	-3%	-9.4%	1%	17%	i	12
CSc1nccc(-c2sc(SC)c(C#N)c2-c2ccccc2)n1	-5%	-14%	28	697	-0.4%	-8%	/	-3%	2%	i	0.3
CCCc1c(C(=O)Nc2ccc(C(F)(F)F)cc2)cnn1-c1ccccc1	2%	4%	2	739	0.4%	-1%	/	5%	5%	i	0.4
CCN(CC)C(=O)c1sc(NC(=O)c2ccc(OC)c([N+](=O)[O-])c2)c(C#N)c1C	/	12%	0	580	0.8%	11%	-2.6%	-5%	1%	/	/
O=C(N/N=C/c1cc(Br)c(Br)o1)C(O)c1ccccc1 (configuration not stated)	-35%	-5%	8	720	20%	11%	-4.7%	-4%	3%	i	0.4
CC(c1ccccc1)N1C(=O)c2ccc(C(=O)Nc3ccccc3C(=O)O)cc2C1=O (configuration not stated)	4%	7%	2	632	19µM*	0%	/	4%	9%	i	2.6
Cc1cc(Cl)ccc1OCC(=O)NNC(=O)C1CCCO1 (configuration not stated)	12%	-4%	10	754	0.1%	4%	-6.0%	-2%	5%	i	0.3
CCn1c(COc2c(C)cccc2C)nnc1SCC(=O)N1CCN(c2ccccc2)CC1	-6%	25%	/	/	-1.1%	5%	-8.0%	-4%	-10%	i	2.0
CCC1(CC)N([O-])C(C)=C(c2ccccc2)[N+]1=O	-21%	22%	/	/	-0.9%	3%	-8.0%	-7%	-12%	i	0.7
CC(C)CC(=O)N1CCN(C(=O)c2ccco2)CC1	-9%	-8%	11	708	-1.4%	4%	-6.7%	0%	1%	i	0.1
CCOc1ccc(NC(=O)COc2ccc3c(c2)OCO3)cc1	-1%	-33%	11	824	-2.7%	-6%	/	-12%	12%	i	0.3
O=C(c1cc(-c2cccc(Cl)c2)on1)N1CCCCCC1	-1%	-44%	-92	797	-1.2%	-1%	/	-6%	-6%	i	0.7
COc1ccc(N2CC(C(=O)Nc3nnc(SCC(=O)N4CCCC4)s3)CC2=O)cc1 (configuration not stated)	3%	-3%	2	845	1.5%	4%	/	-10%	-3%	i	0.4
COc1ccccc1CN1CC(C(=O)N(C)CCCn2nc(C)cc2C)CCC1=O (configuration not stated)	1%	-7%	15	816	0.3%	9%	/	-3%	2%	i	0.6

Grouped by structure, the entries above with fluorine (2)
SMILES	NS5 inhibitors	HEK293 NOD2/NF-kB	Hep lipid drop	Hep lipid drop cells 6.5 µM	HIV peptide binding	Siah-1 displacement	XIAP displacement	LYP phosphatase	AID2073	Myeloid diff 2	Myeloid diff 2 GFP+ MAC1+ %	others
CC1CC(=O)N(CC(=O)Nc2ccc(F)cc2)c2ccccc2S1(=O)=O (configuration not stated)	-14%	12%	9	657	-1.3%	2%	/	-5%	-8%	i	0.0
CCCc1c(C(=O)Nc2ccc(C(F)(F)F)cc2)cnn1-c1ccccc1	2%	4%	2	739	0.4%	-1%	/	5%	5%	i	0.4

Random excerpt: 4 records from the list
SMILES	NS5 inhibitors	HEK293 NOD2/NF-kB	Hep lipid drop	Hep lipid drop cells 6.5 µM	HIV peptide binding	Siah-1 displacement	XIAP displacement	LYP phosphatase	AID2073	Myeloid diff 2	Myeloid diff 2 GFP+ MAC1+ %	others
CC(C)CC(=O)N1CCN(C(=O)c2ccco2)CC1	-9%	-8%	11	708	-1.4%	4%	-6.7%	0%	1%	i	0.1
CCn1c(COc2c(C)cccc2C)nnc1SCC(=O)N1CCN(c2ccccc2)CC1	-6%	25%	/	/	-1.1%	5%	-8.0%	-4%	-10%	i	2.0
CCOc1ccc(NC(=O)COc2ccc3c(c2)OCO3)cc1	-1%	-33%	11	824	-2.7%	-6%	/	-12%	12%	i	0.3
COc1ccc(N2CC(C(=O)Nc3nnc(SCC(=O)N4CCCC4)s3)CC2=O)cc1 (configuration not stated)	3%	-3%	2	845	1.5%	4%	/	-10%	-3%	i	0.4

(next part)
SMILES	NS5 inhibitors	HEK293 NOD2/NF-kB	Hep lipid drop	Hep lipid drop cells 6.5 µM	HIV peptide binding	Siah-1 displacement	XIAP displacement	LYP phosphatase	AID2073	Myeloid diff 2	Myeloid diff 2 GFP+ MAC1+ %	others
Cn1c(SCc2nc3cc(C(=O)O)ccc3c(=O)[nH]2)nnc1C(F)(F)F	-2%	13%	10	652	1.3%	9%	-3.8%	-9%	9%	i	0.3
CC(=O)Nc1ccc(NC(=O)CSc2ccc3nnc(-c4cccnc4)n3n2)cc1	5%	-12%	-6	801	0.9%	1%	/	-2%	13%	i	4.1
COc1ccc(NC(=O)c2cnc(SC)n2-c2ccc(F)cc2)c(OC)c1	2%	2%	-10	792	-1.0%	-3%	/	-1%	-11%	i	3.4
CCC1CCCCN1CCCNC(=O)CNC(=O)Cn1ccc2ccccc2c1=O (configuration not stated)	-2%	-3%	/	/	-1.1%	3%	-4.2%	-2%	4%	i	1.1
COc1ccc(CNC(=O)C(C)NCc2ccc(S(N)(=O)=O)cc2)cc1 (configuration not stated)	1%	-7%	-44	716	0.0%	1%	/	-10%	-1%	i	0.5
CN1C(=S)SC(C)(C)C1/[N+]([O-])=C/c1cccnc1 (configuration not stated)	6%	18%	-1	753	-0.8%	-3%	-1.8%	7%	-2%	i	0.7
O=C(NCc1ccc2c(c1)OCO2)C1CC(=O)N(C2CCCCCCC2)C1 (configuration not stated)	0%	19%	/	/	-2.8%	-2%	-4.4%	-11%	8%	i	0.8
O=C(/C=C/c1cccs1)Nc1scc(-c2ccccc2)c1C(=O)O	3%	-92%	-4	687	8.9%	6%	19%	3%	45%	i	0.6
O=C(NCc1ccc(OC(F)(F)F)cc1)C1CC(c2ccccc2C(F)(F)F)=NO1 (configuration not stated)	-2%	16%	0	708	0.1%	0%	/	4%	5%	i	1.3
NC(=O)CSc1ncnc2c1nnn2Cc1ccc(F)cc1	-7%	-4%	-12	695	-0.9%	0%	-8.2%	7%	-2%	/	/
O=C(NNc1ccc([N+](=O)[O-])cc1)Nc1ccccc1	-6%	-8%	-1	859	-0.9%	6%	/	-4%	-44%	i	0.4
CC(C)(C)NC(=O)C(Cc1ccccc1)NS(=O)(=O)c1cccc2nsnc12 (configuration not stated)	-1%	7%	-2	669	-0.6%	-1%	0.5%	-3%	-5%	i	1.0
CCOC(=O)c1c(C)c(C(=O)Nc2cc(F)ccc2F)c(C)n1C	-7%	-22%	-21	638	-1.1%	0%	1.1%	-2%	3%	i	0.8
CCC(C)[C@H](NC(=O)N1CCC(Cc2ccccc2)CC1)C(=O)O (some centres not stated)	-7%	9%	4	706	-0.3%	-3%	/	-3%	-2%	i	0.3
CC1(C)Cc2c(sc3ncn(N)c(=N)c23)CO1	-1%	13%	/	/	0.8%	-1%	-1.9%	-1%	-5%	i	0.9
CCOC(=O)COn1c(=O)c(-c2cccs2)[n+]([O-])c2ccccc21	-14%	5%	/	/	0.7%	-4%	-4.7%	-3%	-7%	i	0.5
C=CCn1c(SCC(=O)N2CCOCC2)nc(O)cc1=O	-2%	-2%	/	/	0.1%	-3%	-2.6%	-9%	-2%	i	2.5
Cc1ccc(-n2c(=O)c(C#N)cc3c(=O)n4ccccc4nc32)cc1C	-5%	17%	/	/	-2.5%	1%	-16%	-31%	17%	i	0.9	NS5 inhibitors pilot replicate=12
COc1ccc(C(C)=O)cc1CSc1nc2ccccc2c(=O)n1-c1ccccc1	1%	-64%	7	605	1.3%	18%	-2.3%	-8%	23%	i	0.2
Cc1cc(Cl)ccc1OCCCC(=O)NC1CCN(C)CC1	-1%	7%	/	/	-1.5%	-3%	3.3%	-4%	-7%	i	8.4
CCc1nnc(NC(=O)CCCSc2nc3ccccc3[nH]2)s1	4%	-1%	17	659	-0.8%	-2%	-2.0%	3%	0%	i	0.3
O=C(O)CSCC(=O)N1CCN(S(=O)(=O)c2cc(Cl)cc(Cl)c2)CC1	7%	19%	-1	694	-1.6%	4%	/	-3%	10%	i	0.4
CCC(=O)n1nc(NCc2ccc(OC)c(OC)c2)nc1NCc1ccc(OC)c(OC)c1	1%	2%	-6	815	0.9%	-3%	-0.9%	-30%	-2%	i	1.1
C#CC[N+]1(CC#Cc2cccc3ccccc23)CCOCC1	/	-6%	12	732	-0.5%	2%	-2.3%	-3%	3%	i	0.4
CC1(C)CC(C(N)=S)CCO1 (configuration not stated)	-1%	13%	-22	469	1.1%	2%	/	-3%	4%	i	0.5
CCOn1c(=O)c(-c2cccc(Br)c2)[n+]([O-])c2ccccc21	6%	20%	/	/	1.3%	5%	/	-7%	15%	i	0.3
Cc1cccc(/C=C\c2nc3ccccc3c(=O)[nH]2)c1	-4%	4%	-24	596	-2.1%	-5%	-4.8%	-8%	-1%	?	/
O=C(CN1CCN(Cc2ccccc2)CC1)Nc1ccc(S(=O)(=O)N2CCOCC2)cc1	-1%	11%	0	525	-1.6%	2%	-2.6%	-3%	20%	i	0.6
Cc1cc2cc(CNC(=S)NC3CCCCC3)ccc2[nH]1	-8%	9%	18	714	-2.5%	-2%	-6.5%	5%	1%	i	0.4
COc1ccc(NC(=O)C(c2ccc(OC)cc2)N(Cc2ccco2)C(=O)CC2NC(=O)NC2=O)cc1 (configuration not stated)	-5%	-2%	21	788	1.2%	-2%	-15%	-2%	-15%	i	0.5

Screening results: PubChem BioAssay, several laboratories
